Screening results deposited in PubChem by National Center for Advancing Translational Sciences (NCATS).
FBPA coupling cs = qHTS Assay for Inhibitors of Fructose-1,6-bisphosphate Aldolase from Giardia Lamblia: Coupling assay counterscreen | coupling enzyme system counterscreen, AmpLite Red fluorescence | activity change, negative = inhibition, % at 58.2 µM, hits read low | 0.67% of 290,000 active | AID 2472, 2010; in the data active means activity change below about -30%; further: on the % scale 0 is the no-effect control and ±100 the full control effect
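Activity here indicates interference with the coupling reaction, not aldolase inhibition. Compounds at 57.5 uM final met coupling enzymes for 10 min at RT; substrate and AmpLite Red detection followed, with a 525/598 nm fluorescence read after 20 min.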
Tb PFK block = qHTS Assay to Find Inhibitors of T. brucei phosphofructokinase; Potency, µM (titrated, usually from 57.5 µM), inactives show at the top dose activity, negative = inhibition, most hits filed as inhibitors; 0.17% of 330,000 active; AID 485367, 2010; ATP-dependent 6-phosphofructokinase (Trypanosoma brucei brucei), O15648; T. brucei PFK, ADP-Glo luminescence;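 further: potency means the concentration at half of the fitted maximal effect; 0% = uninhibited 1x PFK enzyme wells and -100% = no-enzyme wells; nearly all actives have a fitted effect of over 60% in size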
Target sequence (O15648 whole entry, looked up): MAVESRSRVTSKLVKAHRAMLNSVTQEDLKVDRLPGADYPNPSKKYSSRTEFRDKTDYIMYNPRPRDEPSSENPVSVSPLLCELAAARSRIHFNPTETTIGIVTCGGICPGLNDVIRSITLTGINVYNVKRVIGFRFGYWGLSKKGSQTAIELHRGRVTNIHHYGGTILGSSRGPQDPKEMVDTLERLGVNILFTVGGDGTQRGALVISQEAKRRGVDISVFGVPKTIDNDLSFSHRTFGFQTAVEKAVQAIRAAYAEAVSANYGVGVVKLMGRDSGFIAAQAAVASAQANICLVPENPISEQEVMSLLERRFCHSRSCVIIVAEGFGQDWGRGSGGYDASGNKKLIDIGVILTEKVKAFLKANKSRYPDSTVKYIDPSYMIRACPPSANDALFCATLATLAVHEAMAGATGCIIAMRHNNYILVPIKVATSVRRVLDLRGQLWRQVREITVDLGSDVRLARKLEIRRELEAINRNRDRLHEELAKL
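Luminescent ADP detection (ADP-Glo, two-step: ATP depletion then ADP-to-ATP conversion for luciferase) reported PFK activity after 45 min room-temperature reaction of 1.25 nM enzyme with 0.5 mM F6P and 0.1 mM ATP at pH 8.0.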
KCNH2 3.1 inh = qHTS for Inhibitors of KCHN2 3.1: Mutant qHTS. Potassium voltage-gated channel subfamily H member 2, brain isoform KCNH2 3.1 (human). U2OS KCNH2 3.1, thallium flux FluxOr; active compounds read low. activity change, % (tested at about 1.8 µM). 0.95% of 340,000 active;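 active means maximum activity change below -70%; inconclusive means maximum activity change from -70% to -50%; inactive means maximum activity change above -50%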;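 further: thallium influx rate constant from kinetic fluorescence after stimulation buffer; on the % scale 0 is the no-effect control and ±100 the full control effect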
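Channel expression came from 3.1 mutant virus (1.77 x 10^8 /mL) applied to suspended U2OS cells for 4 h. Flux was tracked with FluxOr dye plus Red40 quencher, and kinetic rate constants normalized to controls.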
Gal4-VP16 FLuc = VP16 counterscreen qHTS for inhibitors of ROR gamma transcriptional activity | Potency, µM (titrated, usually from 53.6 µM), for the others: at the top dose activity, negative = inhibition, usual class: inhibitors | Drosophila S2 Gal4-VP16 UAS-luciferase, luminescence, 20 h | 3.5% of 310,000 active | AID 2546, 2010;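 further: Gal4-VP16 expression switched on by copper sulfate through the metallothionein promoter; potency means the concentration at half of the fitted maximal effect; on the % scale 0 is the no-effect control and ±100 the full control effect; nearly all actives have a fitted effect of over 50% in size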
ELG1 genotoxic = qHTS screen for small molecules that induce genotoxicity in human embryonic kidney (HEK293T) cells expressing luciferase-tagged ELG1; 1.3% of 330,000 active; HEK293T ELG1-luciferase reporter, luminescence, 16 h; AID 504466, 2011; Potency, µM (doses to about 46 µM), without a hit: at the top dose activity change, positive = activation, most hits filed as activators; further: potency means the concentration at half of the fitted maximal effect; % of control where 0% means no effect; nearly all actives have a fitted effect of over 60% in size
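Genotoxicity was scored as increased ELG1-luciferase reporter signal, measured by ONE-Glo luminescence (30 min, room temperature). Compound or vehicle exposure of the HEK293T reporter cells lasted 16 hr at 37°C.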
NPC1 promoter act = qHTS Assay for NPC1 Promoter Activators | Huh7 NPC1 promoter luciferase reporter, 24 h | 2.4% of 320,000 active | Potency, µM (top dose mostly 9.22 µM), for the others: at the highest dose activation, usual class: activators;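 further: potency means the concentration at half of the fitted maximal effect; % of control where 0% means no effect; nearly all actives have a fitted effect of over 60% in size; reporter is driven by a mutant NPC1 promoter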
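Cells: Huh7 expressing luciferase under the NPC1 promoter, 1500/well. Seeded 2 h, compound added, incubated 24 h at 37 °C. Luciferase reagent, 10 min ambient, then luminescence.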
Giardia killer = Small Molecules that selectively kill Giardia lamblia: qHTS; Giardia lamblia trophozoite viability; activity change, % at 7.66 µM, hits read low; 0.15% of 340,000 active; AID 540267, 2011; in the data active means activity change below about -80%; inconclusive means between about -30% and that limit;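 further: parasites exposed to compound for two days anaerobically before the ATP read; on the % scale 0 is the no-effect control and ±100 the full control effect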
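Compounds were tested on trophozoites seeded at 100 cells/well and held 48 hrs at 37 deg C anaerobically. An ATP-based luminescent kit measured the remaining live cells.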
FLuc counter = qHTS profiling assay for firefly luciferase inhibitor/activator using purifed enzyme and Km concentrations of substrates (counterscreen for miR-21 project) | purified FLuc, Km substrates, luminescence inhibition | Potency, µM (top dose mostly 57.5 µM), for inactives: at the highest dose activity change, negative = inhibition, hits mostly inhibitors | AID 588342, 2011 | Luciferin 4-monooxygenase (Photinus pyralis), P08659 | 6.9% of 360,000 active;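 further: potency means the concentration at half of the fitted maximal effect; plate controls were vehicle for no effect and reference inhibitor for full effect; nearly all actives have a fitted effect of over 55% in size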
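Purified P. pyralis luciferase (10nM final) with 10uM D-luciferin and 10uM ATP (Km levels) in 50mM Tris acetate pH 7.5, 10mM Mg acetate, 0.01% Tween-20, 0.05% BSA; qHTS 6-point titration, ~60 µM downward; luminescence read.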
Rab9 promoter act = qHTS Assay for Rab9 Promoter Activators. 2.8% of 320,000 active. Huh7 Rab9 promoter-luciferase reporter, luminescence, 24 h. Potency, µM (titrated, usually from 9.22 µM), for the others: at the top dose activation, negative = inhibition, most hits filed as activators; further: potency means the concentration at half of the fitted maximal effect; % of control where 0% means no effect; nearly all actives have a fitted effect of over 60% in size
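Luminescence from Amplite-detected luciferase (10 minutes, ambient) reports Rab9 promoter activation. Before that, stable Rab9-luciferase Huh7 cells (1500/well, reduced-serum OP-MEM I plus 10% FBS) were exposed to compound for 24 hours at 37C.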
uPA surface inh = qHTS for Inhibitors of Cell Surface uPA Generation | cell surface uPA generation assay, qHTS | AID 540303, 2011 | Potency, µM (top dose mostly 38.3 µM), for inactives: top-dose activity change, negative = inhibition, hits mostly inhibitors | 0.31% of 330,000 active; active means well fitted inhibition curve with a large enough effect; inconclusive means small, poorly fitted or top-dose-only effect; inactive means no such curve, though single readings can be large or run the other way; tested in mouse RAW 264.7 cells; further: potency means the concentration at half of the fitted maximal effect; on the % scale 0 is the no-effect control and ±100 the full control effect; nearly all actives have a fitted effect of over 55% in size
RORgamma inh = qHTS for inhibitors of ROR gamma transcriptional activity; Nuclear receptor ROR-gamma (Mus musculus), P51450; Drosophila S2 Gal4-RORgamma UAS-luciferase reporter, 20 h; Potency, µM (titrated, usually from 53.6 µM), for the others: at the highest dose activity change, negative = inhibition, actives largely listed as inhibitors; 5.4% of 310,000 active; further: potency means the concentration at half of the fitted maximal effect; on the % scale 0 is the no-effect control and ±100 the full control effect; nearly all actives have a fitted effect of over 60% in size
Target sequence (P51450 whole entry, looked up, the tested form may be a part): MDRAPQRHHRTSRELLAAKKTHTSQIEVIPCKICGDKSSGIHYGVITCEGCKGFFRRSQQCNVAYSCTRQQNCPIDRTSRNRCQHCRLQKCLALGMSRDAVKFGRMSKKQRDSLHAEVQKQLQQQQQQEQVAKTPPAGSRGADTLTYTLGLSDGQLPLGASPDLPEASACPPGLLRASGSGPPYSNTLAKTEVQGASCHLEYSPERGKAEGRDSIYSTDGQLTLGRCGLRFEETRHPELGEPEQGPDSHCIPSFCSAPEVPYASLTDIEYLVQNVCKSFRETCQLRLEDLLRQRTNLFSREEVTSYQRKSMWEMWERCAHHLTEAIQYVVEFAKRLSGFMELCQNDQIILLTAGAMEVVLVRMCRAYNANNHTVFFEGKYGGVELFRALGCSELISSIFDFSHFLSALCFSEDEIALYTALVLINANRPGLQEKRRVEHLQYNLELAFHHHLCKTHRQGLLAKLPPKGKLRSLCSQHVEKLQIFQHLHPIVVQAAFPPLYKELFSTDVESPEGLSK
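Luminescence from a UAS-regulated Photinus luciferase reporter in stably transfected Drosophila Schneider cells is measured; decreased signal marks ROR gamma inhibition. Fusion expression is induced by 700 uM copper sulfate for 20 hr.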
Starred values were filed as active, the others as inactive; ? = inconclusive; nt = not tested or not shown; & = joins results of further samples; [ ] = remark or other dose. Unless noted, the call rests on the fitted dose curve; in most records, active means well fitted curve in the direction sought with a large enough effect; inconclusive means small, poorly fitted or top-dose-only effect, or another doubt; inactive means no such curve, though single readings can be large; an effect the other way counts as inactive or inconclusive. Not a hit list. Share with any hit: about 14%.

SMILES	FBPA coupling cs	Tb PFK block	KCNH2 3.1 inh	Gal4-VP16 FLuc	ELG1 genotoxic	NPC1 promoter act	Giardia killer	FLuc counter	Rab9 promoter act	uPA surface inh	RORgamma inh
O=C(NCc1ccco1)c1cc(-c2ccncc2)nc2ccccc12	4	-2%	-1	2%	-3%	-3%	7	-9%	9%	nt	10%
Cn1nc([N+](=O)[O-])nc1S(C)(=O)=O	-14	?	-6	?	?	-16%	-12	1%	-8%	-1%	5µM*
C#CCn1cc(/C=N/Nc2nc3ccccc3[nH]2)c2ccccc21	-2	0%	-28	?	12%	-2%	17	19µM*	4%	-7%	16µM*
C[C@]12CCC3c4ccc(OCC(=O)O)cc4CCC3C1CCC2=O (stereo not given in full)	6	4%	-7	-1%	4%	2%	8	-4%	2%	3%	-1%
CC(=O)Nc1ccc(S(=O)(=O)N(C)CC(=O)NC2=NCCS2)cc1	8	3%	-11	-3%	2%	5%	-2	2%	0%	3%	5%
COc1ccc(/C(N)=N/OC(=O)Cc2ccc(C)cc2)cc1	1	-1%	-11	-6%	16%	14%	0	?	24%	4%	27%
COc1cc(NC(=O)CCNS(=O)(=O)c2cc(Br)cnc2N)cc(OC)c1	nt	-6%	-17	-11%	-4%	4%	?	3%	-3%	5%	16%
CC(=O)c1sc(N/N=C2\CC3CC2C(C)C3(C)C)nc1C (stereo not given)	-3	-19%	6	?	?	?	26	13µM*	?	4%	7.1µM*
COC(=O)c1sccc1NC(=S)Nc1cc(C)cc(C)c1	0	-2%	30	4.5µM*	-1%	-1%	-15	-1%	-1%	-1%	5µM*
C=CCNC(=S)N1CCN(CCN=CC2=C(O)CC(c3ccco3)CC2=O)CC1 (stereo not given)	-5	-4%	-1	-1%	2%	-3%	3	2%	0%	-9%	-2%
O=C(O)CC/C(=N\Nc1ccc([N+](=O)[O-])cc1)c1ccccc1	5	0%	-7	-1%	1%	2%	0	-18%	1%	5%	28%
CC(=O)c1c(C)[nH]c(C(=O)OCC(=O)NCCc2ccc(F)cc2)c1C	4	6%	-1	-3%	-5%	-3%	6	1%	3%	1%	11%
c1ccc2c(c1)CCN(c1nc(CN3CCOCC3)nc3sc4c(c13)CCCC4)C2	0	0%	?	?	-1%	0%	-3	4%	-2%	1%	11µM*
COc1cccc(C(=O)C[n+]2ccccc2/C=N/O)c1	1	1%	nt	2%	4%	1%	4	-2%	-3%	1%	-21%
CCN1CCN(S(=O)(=O)c2ccc(Cl)c(C(=O)Nc3nnc(CC(C)C)s3)c2)CC1	8	6%	-18	-11%	-5%	-10%	2	1%	3%	3%	-1%
CCOC(=O)/C(C(=O)Nc1ccc(Br)cc1)=C1/NC(C)(C)Cc2ccccc21	-2	-9%	0	2%	3%	-2%	1	?	-3%	7%	21%
O=C(O)c1cc(-c2ccc(O)cc2)nc2ccccc12	-2	-4%	nt	-4%	3%	0%	nt	?	-2%	nt	-14%
Cc1ccc2oc3nc(C)c(C(=O)Nc4cccc(C(F)(F)F)c4)cc3c(=O)c2c1	2	0%	-12	-8%	4%	-3%	19	?	9%	-4%	25%
C/C(=N/NC(=O)CN1CCN(Cc2ccccc2Cl)CC1)c1ccncc1	-2	0%	-2	2%	12%	-1%	-17	-2%	7%	-3%	-25%
CC1Oc2ccccc2OC1(O)c1ccc2ccccc2n1 (stereo not given)	1	1%	-4	-12%	-3%	1%	-13	-2%	-4%	0%	27%
CCOC(=O)CSc1cc(=O)n(C)c2cc(Cl)ccc12	0	-1%	-44	-10%	3%	-2%	5	?	-2%	-4%	0%
CCN1CCN(c2cc(SC(C)C)nc(-c3ccc(OC)cc3)n2)CC1	1	3%	-40	-24%	-5%	-4%	0	-2%	-2%	2%	-25%
CCCN(c1ccccc1F)S(=O)(=O)c1cc(-c2cc(C)no2)ccc1OC	nt	1%	11	-2%	-3%	-4%	44[activator]	3%	-11%	5%	6%
COC(=O)c1nc2n(n1)C(c1ccc(OC)c(OC)c1)C(C(=O)OC1CCCCC1)=C(C)N2 (stereo not given)	1	-3%	-14	17%	5%	0%	-5	1%	1%	-1%	-1%
O=C(c1ccc(Cl)cc1)N1CCCC(C(=O)N2CCCCC2)C1 (stereo not given)	4	3%	9	0%	0%	-2%	3	1%	2%	0%	-5%
CCOc1ccc(OCC)c(NC(=O)C2CCCN(S(=O)(=O)c3c(C)noc3C)C2)c1 (stereo not given)	-1	0%	1	-6%	-1%	-3%	8	8%	3%	11%	-8%
COC(=O)c1cc(S(=O)(=O)N2CCN(c3cccc(C)c3)C(C)C2)c[nH]1 (stereo not given)	-1	6%	-19	2%	-2%	-2%	3	0%&6%	-1%	2%	-25%
CS(=O)(=O)N(CC(=O)NCc1ccncc1)c1ccc(F)c(Cl)c1	0	-5%	15	-10%	1%	-5%	-8	-1%	5%	7%	21%
CN(/N=C/c1ccc(Br)o1)C1=NS(=O)(=O)c2ccccc21	-2	-5%	-5	-10%	3%	-7%	-2	-1%	-2%	-6%	-30%
CCc1nnc(N/N=C/c2ccc(-c3ccc([N+](=O)[O-])cc3)o2)n1N	-37*	-1%	?	?	-1%	9%	15	-14%	0%	-4%	3.5µM*
COc1ccc(OC)c(NC(=O)C2CCN(c3ncccn3)CC2)c1	0	0%	-18	-1%	0%	-8%	4	-1%	13%	2%	6%
COc1ccc(S(=O)(=O)N2CCCC2CNC(=O)c2cccc(OC)c2)cc1 (stereo not given)	nt	-6%	-6	nt	-2%	-1%	-1	2%	2%	-1%	nt
Cc1ccc(S(=O)(=O)N2CCCCC2)cc1C(=O)NC1CC(C)(C)NC(C)(C)C1	nt	0%	-9	nt	1%	-1%	7	-2%	-2%	2%	nt
O=C(Nc1ccccc1F)c1ccccc1-c1ccccc1	-1	0%	-16	-7%	4%	-3%	-2	3%	1%	-40%	-8%
Cc1nnc(SCc2ccccc2Cl)n(N)c1=O	-1	-3%	15	-5%	0%	-1%	-13	-9%	14%	-1%	17%
Cc1ccc(NC(=O)CSc2nc(O)cc(=O)n2C)cc1	4	1%	-8	2%	-1%	1%	-7	?	5%	0%	5%
CCc1noc(C)c1C(=O)NNC(=O)COc1ccc(C)cc1	nt	0%	2	nt	1%	-7%	9	4%	-5%	2%	nt
Cc1ccc(C)c(C(=O)CCC(=O)N2CCN(c3cccc(C(F)(F)F)c3)CC2)c1	nt	-1%	3	nt	-4%	-7%	-3	-2%	-1%	0%	nt
